From PubChem
Apaf-1 inh – blocks human Apaf-1 apoptosome activity | inhibition, % at 20 µM | O14727 | hit rate 0.71% among 330,000 | AID 489030 | reconstituted apoptosome caspase-3 activity, DEVD-Rh110 fluorescence; active = inhibition of at least 40% at 20 µM;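 also: plate controls were DMSO wells for no effect and DEVD-CHO caspase inhibitor wells for full effect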
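detection = Rh110 fluorescence intensity | test system = biochemical Apaf-1 apoptosome reconstitution | also added = cytochrome c and DEVD-Rh110 substrate | schedule = 30 min plus 50 min, RT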
SENP7 inh – SENP7 protease inhibition; Q9BQF6; recombinant SENP7, Z-RLRGG-aminoluciferin luminescence, 40 min; inhibition, % at 5 µM; hit rate 1.5% among 330,000; AID 434973;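 active = inhibition above about 50% at the single test dose, limit read from the data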;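 also: plate controls were DMSO with enzyme for no effect and no enzyme buffer wells for full effect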
Target sequence (Q9BQF6 706-1050 limits assumed): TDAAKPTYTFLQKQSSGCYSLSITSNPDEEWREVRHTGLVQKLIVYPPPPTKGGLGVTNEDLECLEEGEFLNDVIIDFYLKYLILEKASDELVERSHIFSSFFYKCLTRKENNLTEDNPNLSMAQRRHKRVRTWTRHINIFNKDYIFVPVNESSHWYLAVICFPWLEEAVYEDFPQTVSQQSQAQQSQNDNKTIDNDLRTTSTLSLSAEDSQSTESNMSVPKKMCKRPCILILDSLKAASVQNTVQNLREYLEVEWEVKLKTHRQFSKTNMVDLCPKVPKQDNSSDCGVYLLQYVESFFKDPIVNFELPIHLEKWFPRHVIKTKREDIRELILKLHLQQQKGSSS
UBC13 polyUb – blocks human UBC13 polyubiquitin chain formation. TR-FRET. inhibition, % at 20 µM. hit rate 0.47% among 330,000. AID 485273; in the data active = inhibition above about 45%, passing the limit was not always enough
Target sequence (P61088 whole entry, looked up): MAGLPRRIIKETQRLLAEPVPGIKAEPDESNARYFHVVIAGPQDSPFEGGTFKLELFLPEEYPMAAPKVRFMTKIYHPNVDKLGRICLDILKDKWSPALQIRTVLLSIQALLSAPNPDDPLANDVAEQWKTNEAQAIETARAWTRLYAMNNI
Gli-Sufu antag – Gli-Sufu pathway antagonism; Sufu-KO-LIGHT fibroblasts, Gli luciferase reporter luminescence; inhibition, % at 5 µM; hit rate 0.74% among 340,000;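 active = inhibition above about 55%, limit read from the data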;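 also: 0% = DMSO-treated cells and 100% = wells with medium but no cells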
HKDC1 inh – blocks human hexokinase HKDC1 activity | Q2TB90 | recombinant HKDC1, G6PDH/diaphorase resazurin coupled fluorescence | inhibition, % at 20 µM | hit rate 0.16% among 340,000;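 active = inhibition above about 35% when tested at 20 µM, limit read from the data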;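 also: plate controls were DMSO wells with enzyme for no effect and DMSO wells lacking enzyme for full effect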
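Test system: recombinant HKDC1 (HK5) hexokinase enzyme, produced in-house / Doses: 20 µM test compound, 1% DMSO / Timing: 90 min, room temperature / Detection: G6PDH/diaphorase-coupled fluorescence, 1 mM NADP, 100 µM resazurin, 525/613 nm / Control set: DMSO wells with and without enzyme mix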
SENP8 inh – SENP8 protease inhibition | Q96LD8 | purified SENP8, Z-RLRGG-aminoluciferin cleavage, luminescence | inhibition, % at 10 µM | hit rate 1.2% among 330,000 | AID 2540
Target sequence (Q96LD8 whole entry, looked up): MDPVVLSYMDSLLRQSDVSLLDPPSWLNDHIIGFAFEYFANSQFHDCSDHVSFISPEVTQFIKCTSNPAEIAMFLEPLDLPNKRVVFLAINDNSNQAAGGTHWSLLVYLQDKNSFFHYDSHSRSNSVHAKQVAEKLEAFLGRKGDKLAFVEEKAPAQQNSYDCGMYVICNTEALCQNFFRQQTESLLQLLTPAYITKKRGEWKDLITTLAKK
Jurkat NFkB inh – inhibitors of the PMA/ionomycin-induced NF-kB reporter in Jurkat cells | PMA/ionomycin-induced NF-kB luciferase reporter, luminescence | inhibition, % at 4 µM | hit rate 0.53% among 330,000 | AID 435003
697 NFkB inh – lowers PMA/ionomycin-induced NF-kB signal in 697 B cells; 697 B-cell NF-kB luciferase reporter, 16 h; inhibition, % at 4 µM; hit rate 0.33% among 330,000; AID 435022; in the data active = inhibition above about 35%
Starred values were filed as active, the others as inactive; . = no result given. Rule as the data show it, unless noted: active = inhibition above about 50%; inactive = the rest.

SMILES	Apaf-1 inh	SENP7 inh	UBC13 polyUb	Gli-Sufu antag	HKDC1 inh	SENP8 inh	Jurkat NFkB inh	697 NFkB inh
O=C(CCn1nc(-c2ccc(Cl)cc2)ccc1=O)N1CCOCC1	-5	3	5	9	1	3	3	10
CCn1c(SCC(=O)NCc2ccco2)nc2cccnc21	-4	3	0	7	-2	5	5	-2
CCN(CC)C(=O)[C@H]1C[C@H](CC(=O)NCCCOC)C(=O)N2CCc3c([nH]c4cc(-c5ccco5)ccc34)[C@]12C	15	4	.	4	-2	.	.	5
Cc1ccn(C(CC(=O)c2ccc(Br)cc2)C(=O)O)n1 (centres undefined)	2	5	7	-5	4	-10	-7	15
CC1=NN(C(=O)c2ccco2)C(O)(c2ccccc2)C1 (centres undefined)	-23	-2	-2	-3	-7	-1	-4	-3
C=CCSc1nnc(CNS(=O)(=O)c2ccc(C)cc2)n1C	-10	-2	8	-3	-3	-4	5	4
COc1ccccc1-c1c(C(F)(F)F)oc2cc(OS(C)(=O)=O)ccc2c1=O	16	-4	-5	21	3	-14	-15	-45
CCOC(=O)C1=C(C)NC(C)=C(C(=O)OCC)C1C(=O)OCC(=O)NC(C)c1ccccc1 (centres undefined)	5	-5	8	4	-2	-3	-18	8
COC(=O)[C@@]12CCCN1[C@H](c1ccc(-c3ccccc3)cc1)[C@@H]1C(=O)N(C)C(=O)[C@@H]12	13	-2	1	-2	-1	-1	-14	4
C#CCOC(=O)Nc1ccc(OCC(F)(F)F)nc1	-4	4	6	-11	2	-8	-3	7
Cc1cc(=O)n2[nH]c(C(=O)O)nc2n1	-6	-1	-3	17	-5	4	0	12
COc1ccc(NC(=O)c2cc3n(n2)C(C(F)(F)F)CC(c2ccco2)N3)cc1 (centres undefined)	-1	-2	1	-48	-1	3	-8	-7
Cc1cc(C)c(C#N)c(Nc2ccccc2C)n1	1	12	-6	4	-5	-9	6	-14
COc1ccc(C(=O)Nc2ccccc2C(=O)NCCN2CCOCC2)cc1	-4	-11	-4	-3	14	-12	-18	-21
COc1ccccc1NC(=O)c1cc2c(=O)n(C)c3ccccc3c2n1C	2	10	8	0	13	-2	18	26
COc1ccc(N(CC(=O)N2CCOCC2)S(C)(=O)=O)cc1OC	-8	14	-6	-1	-9	1	-8	-2
C=CCNC(=O)c1cc(Cl)ccc1[N+](=O)[O-]	-11	9	15	1	-11	3	5	17
CCOC(=O)C1=C(C)n2c(s/c(=C/c3cccc([N+](=O)[O-])c3)c2=O)=NC1c1ccc(O)c(OC)c1 (centres undefined)	5	6	-19	13	12	-6	16	20
COc1ccccc1NC(=O)C(C)OC(=O)CC1CCCCC1 (centres undefined)	21	-10	36	-2	-1	-14	-4	-4
CCN(C(=O)CSc1nnc(C)n1Cc1ccccc1)C1CCS(=O)(=O)C1 (centres undefined)	-3	6	1	-23	-3	2	2	-1
COc1ccc(C(c2nnnn2C2CCCC2)N2CCC(C)CC2)c(OC)c1 (centres undefined)	9	2	4	12	-4	3	16	19
COc1cccc(C(=O)Oc2ccc(/C=N/NC(=O)c3ccncc3)cc2OC)c1	14	-3	-4	-49	-1	-7	-4	-15
Cc1ccc(C)c(OC(=O)c2cccnc2Cl)c1C	10	-2	5	-10	-4	-3	-5	2
O=C(NC1CCCC1)C(c1ccccc1F)N(C(=O)c1csnn1)C1CC1 (centres undefined)	-1	-3	-1	-14	-15	-2	2	9
Cc1noc(NS(=O)(=O)c2ccc(NC(=O)CSc3n[nH]c(-c4ccccc4)n3)cc2)c1C	-5	2	0	2	-4	-1	5	31
O=C1/C(=C/c2ccc(O)cc2)COc2ccccc21	9	93*	3	-17	17	83*	-37	-35
Cc1ccc(C)c(N2CCN(C(c3ccc(N(C)C)cc3)c3nnnn3C(C)(C)C)CC2)c1 (centres undefined)	29	4	-2	21	3	5	18	-4
CCCCn1c(C23CC4CC(CC(C4)C2)C3)n[nH]c1=S	1	-4	23	-8	-2	-1	4	-18
Cc1ccccc1Cn1ccc(-c2ccc(Cl)cc2)c(C#N)c1=O	-22	4	9	5	-2	8	7	8
CCCCn1c(SCC(=O)N2CCN(c3ccccc3)CC2)nc2ccsc2c1=O	5	9	12	4	9	4	16	23
C=CCC1NS(=O)(=O)OCC1C(C)C (centres undefined)	12	-4	-2	10	-3	-14	-12	-36
C/C(=N\NC(=O)CCC(=O)Nc1ccc(C)c(C)c1)C1CC1	1	10	-5	-3	33	-7	-14	-12
CCOc1ccc(N2CC(C(=O)Nc3ccccc3N3CCCC3)CC2=O)cc1 (centres undefined)	-7	4	-1	9	5	-1	3	-2
CC1CN(C(=O)C2CCCCC2)C(C)CN1C(=O)C1CCCCC1 (centres undefined)	-2	-8	4	34	1	-2	3	1
COc1ccc(-c2nn(-c3ccccc3)cc2C(=O)N(C)CC(=O)Nc2ccc(N3CCOCC3)cc2)cc1	16	4	8	1	2	4	-2	-2
CCCCCn1c(CN2CCN(c3cccc(Cl)c3)CC2)nc2c1c(=O)n(C)c(=O)n2C	14	-5	6	0	-3	-6	4	-5
C=C1C(C(=O)N2CCN(C)CC2)C1C(=O)N1CCN(C)CC1 (centres undefined)	-14	5	6	-4	-13	-2	-5	19
CC(=O)Nc1ccc(N2C(=O)CCC2=O)cc1C	2	-1	3	-7	-3	2	-3	19
S=C(NCC1CCCO1)Nc1ccc(Cl)c(Cl)c1 (centres undefined)	-5	2	9	-17	-6	4	-11	-16
C=CCN(CC(=O)Nc1c(C)cccc1CC)C(=O)SCCC	1	-5	0	3	-4	-8	9	16
Cc1ccc(C(=O)COC(=O)CN2C(=O)C3CC=CCC3C2=O)cc1[N+](=O)[O-] (centres undefined)	10	9	0	0	-7	6	0	-3
CN(C(=O)CO/N=C/c1ccc(OC(F)F)cc1)C1CCS(=O)(=O)C1 (centres undefined)	-1	-4	4	-1	-4	-1	-27	8
COc1cc(CNS(=O)(=O)CCl)cc(OC)c1OC	-4	-13	-8	18	6	-3	-2	7
COc1ccc(OC)c(/C=N/NC2=NS(=O)(=O)c3ccccc32)c1	0	6	3	0	-6	9	1	-11
CC(Sc1nc(-c2ccccc2)cc(C(F)(F)F)n1)C(=O)NCc1ccco1 (centres undefined)	3	2	-3	-1	-1	11	2	13
Cc1c(C(=O)O)sc2ncnc(N3CCCCC3C)c12 (centres undefined)	1	11	-4	-7	-5	-3	-6	4
O=C(Nc1nccs1)c1ccc(N2CCOCC2)c([N+](=O)[O-])c1	18	-4	-23	-87	-9	-1	-104	-82
CCN(CC)S(=O)(=O)c1cccc(NC(=O)CN(C)C2CCCCC2)c1	19	-10	-5	1	3	-4	-3	-3
Cc1ccc(CN(c2ccc(C(=O)NCc3ccccn3)cc2)S(C)(=O)=O)cc1	-2	3	-4	4	1	-2	2	10
O=C(CCC(=O)N1CCN(Cc2ccc(F)cc2)CC1)Nc1nnc(C2CCCCC2)s1	14	-5	0	17	-3	4	5	-24

11 entries already listed, arranged by molecular weight, falling:
SMILES	Apaf-1 inh	SENP7 inh	UBC13 polyUb	Gli-Sufu antag	HKDC1 inh	SENP8 inh	Jurkat NFkB inh	697 NFkB inh
CCOC(=O)C1=C(C)n2c(s/c(=C/c3cccc([N+](=O)[O-])c3)c2=O)=NC1c1ccc(O)c(OC)c1 (centres undefined)	5	6	-19	13	12	-6	16	20
CCCCCn1c(CN2CCN(c3cccc(Cl)c3)CC2)nc2c1c(=O)n(C)c(=O)n2C	14	-5	6	0	-3	-6	4	-5
CCCCn1c(SCC(=O)N2CCN(c3ccccc3)CC2)nc2ccsc2c1=O	5	9	12	4	9	4	16	23
Cc1ccc(CN(c2ccc(C(=O)NCc3ccccn3)cc2)S(C)(=O)=O)cc1	-2	3	-4	4	1	-2	2	10
CCOc1ccc(N2CC(C(=O)Nc3ccccc3N3CCCC3)CC2=O)cc1 (centres undefined)	-7	4	-1	9	5	-1	3	-2
C=CCN(CC(=O)Nc1c(C)cccc1CC)C(=O)SCCC	1	-5	0	3	-4	-8	9	16
C=C1C(C(=O)N2CCN(C)CC2)C1C(=O)N1CCN(C)CC1 (centres undefined)	-14	5	6	-4	-13	-2	-5	19
Cc1c(C(=O)O)sc2ncnc(N3CCCCC3C)c12 (centres undefined)	1	11	-4	-7	-5	-3	-6	4
Cc1ccc(C)c(OC(=O)c2cccnc2Cl)c1C	10	-2	5	-10	-4	-3	-5	2
C#CCOC(=O)Nc1ccc(OCC(F)(F)F)nc1	-4	4	6	-11	2	-8	-3	7
Cc1cc(C)c(C#N)c(Nc2ccccc2C)n1	1	12	-6	4	-5	-9	6	-14

Later entries:
SMILES	Apaf-1 inh	SENP7 inh	UBC13 polyUb	Gli-Sufu antag	HKDC1 inh	SENP8 inh	Jurkat NFkB inh	697 NFkB inh
Cn1nc(C(C)(C)C)c([N+](=O)[O-])c1C(N)=O	-27	11	-3	9	1	2	-4	8
Cc1cc(C(=O)NCCc2ccc(Cl)cc2)n(-c2ccccc2)n1	0	-14	-14	-16	-5	1	0	-11
COc1ccc(Cn2nnnc2C(c2cc3cccc(C)c3[nH]c2=O)N2CCOCC2)cc1 (centres undefined)	7	-1	11	1	-10	4	16	-9
COc1ccc(-n2c(=O)cc(N3CCCCCC3)[nH]c2=O)cc1	0	-4	-8	16	-12	-9	-4	27
CCOC(=O)c1[nH]c(C)c(C(=O)OCC(=O)NCc2ccc(OC)cc2)c1C	-12	7	5	0	-2	-1	5	22
CN(CC(=O)Nc1ccc(F)cc1)c1ccc(S(=O)(=O)N2CCCC2)cn1	-11	1	-3	-13	-2	-2	5	2
CCCS(=O)(=O)c1nc(S(=O)(=O)c2ccc(C)cc2)c(NCCN2CCOCC2)s1	2	6	-2	-8	-5	5	2	12
COc1cccc(CNS(=O)(=O)c2c(C(=O)N3CCCCCC3)c(C)n(C)c2C)c1	-3	-5	-1	-13	-3	0	-12	5
O=C(Nc1ncc2c(n1)-c1ccccc1CC2)c1cccs1	9	0	4	-2	5	-2	3	12
O=C(Nc1ccc(Cc2ccncc2)cc1)c1ccc(S(=O)(=O)N2CCCC2)cc1	13	-2	-2	42	-1	-5	50*	3
CCS(=O)(=O)c1ccc2oc(SCC(=O)Nc3ccc(OC)cc3)nc2c1	6	-8	-17	-13	-9	-9	-25	-3
CCOC(=O)c1cnn(-c2ccc(Cl)cc2)c1C1CCN(C(=O)OC(C)(C)C)CC1	25	-4	-2	10	4	-5	-15	-14
O=C(c1cnc2n(c1=O)CCS2)N1CCc2ccccc21	8	10	4	-1	-4	0	-5	-1
O=C(Nc1nnc(-c2ccco2)s1)C1CCN(S(=O)(=O)c2ccc(Cl)cc2)CC1	0	2	9	7	15	5	10	17
N#Cc1cc(C(=O)Cc2ccccc2)c[nH]1	-4	6	4	-9	11	-4	7	7
Cc1ccc(OCC(=O)OCCN2C(=O)c3ccccc3C2=O)cc1C	13	10	-4	1	16	-6	-6	13
O=C(O)CSc1nnc(-c2ccncc2)n1Cc1ccccc1	-1	7	6	-4	3	1	12	-2
CC(=O)N1N=C(N)SC1(C)C	-6	4	-5	-2	3	-1	7	11
CCCn1c(SCc2nc(N)nc(N3CCCCC3)n2)nc2c1c(=O)n(C)c(=O)n2C	0	-13	3	2	3	-1	9	-9
COc1cccc(C(=O)Nc2nc(-c3ccncc3)cs2)c1	4	7	-5	29	-8	-4	-10	5
COc1ccccc1-c1c(C)nn2c(NCCN3CCCC3)cc(C)nc12	6	9	8	6	-5	5	13	15
O=C(NC1CC(=O)N(c2ccc3c(c2)OCCO3)C1)N1CCC(O)CC1 (centres undefined)	-7	7	-1	-4	-6	-1	-1	9
O=C1OCCN1C(=O)[C@H]1[C@H](c2ccc(Cl)cc2)C(c2ccc(F)cc2)=NN1c1ccc(Br)cc1	27	-5	.	33	-5	.	.	1
O=C(Nc1cccnc1)C1(c2ccc(Cl)cc2)CCCC1	-4	1	-3	2	-11	-2	3	-2
CC(=O)Nc1ccc(S(=O)(=O)Nc2ccc(C)c([N+](=O)[O-])c2)cc1	6	7	-6	10	3	3	17	-7
CN(C)NC1=CC(=[N+]2CCCC2)CC(C)(C)C1	-12	-1	4	1	1	0	-1	-5

2 records picked at random from those above:
SMILES	Apaf-1 inh	SENP7 inh	UBC13 polyUb	Gli-Sufu antag	HKDC1 inh	SENP8 inh	Jurkat NFkB inh	697 NFkB inh
C#CCOC(=O)Nc1ccc(OCC(F)(F)F)nc1	-4	4	6	-11	2	-8	-3	7
Cc1ccc(CN(c2ccc(C(=O)NCc3ccccn3)cc2)S(C)(=O)=O)cc1	-2	3	-4	4	1	-2	2	10
